NS5 inhibitors: Dengue-2 NS5 methyltransferase inhibitors, primary screen, biochemical, confirmation dose response (AID 588689); Genome polyprotein (Dengue virus type 2 (strain 16681-PDK53)); Dengue-2 NS5 methyltransferase capping enzyme assay, biochemical; higher % means a stronger effect; one-dose inhibition, % at 25 µM; IC50 in µM for titrated hits; actives 0.3% (n = 340,000); in the data active = a potency from the dose series; inconclusive = inhibition above about 29% without an active follow-up result
ER stress rescue: rescue of cells from ER stress-induced death, primary screen, 384-well, CSM14.1, thapsigargin, ATP luminescence (AID 1222) | one-dose cellular ATP content (survival), % at 20 µM; EC50 in µM for titrated hits | CSM14.1 thapsigargin-induced death rescue, ATP luminescence; higher % means a stronger effect | 190,000 tested, under 10 active;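 active = EC50 below 50 µM in the dose-response confirmation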;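 also: death triggered by thapsigargin at about 15 µM added after 2 h compound pretreatment; cell ATP read after overnight thapsigargin exposure of roughly 18 to 22 hours; normalized against plate controls of thapsigargin alone and 5% DMSO vehicle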
XIAP displacement: XIAP antagonists, biochemical, IAP family, fluorescence polarization (AID 1018). XIAP BIR domain, fluorescence polarization peptide displacement; higher % means a stronger effect. one-dose displacement, % at 20 µM; IC50 in µM for titrated hits. actives 0.007% (n = 200,000); in the data active = displacement above about 50%; also: a part of the inactive calls stands beside numbers as strong as those of hits
Yfh1-depleted yeast: enhancers of respiration in Yfh1-depleted yeast, dose response, Friedreich's ataxia, plus single-dose screen (AID 1465); actives 0.074% (n = 220,000); fold induction at 50 µM; hits with a dose series show EC50 in µM; S. cerevisiae Yfh1-off respiration, WST-1 reduction, 72 h; higher fold induction means a stronger effect;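 active = fold induction of absorbance versus untreated yeast above a set limit, then at least 30% activation at any dose in follow-up; inconclusive = repeats straddling the limit, or above it without dose testing; inactive = fold induction below the set limit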;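 also: activators that raise dye reduction in frataxin-depleted yeast; strong numbers were not always called active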
K1F lysis inhibition: inhibition of K1F phage lysis, E. coli UTI89, bacterial capsule biogenesis inhibitors, alamar blue (AID 488966); E. coli UTI89 K1F phage lysis, alamar blue, 2 h; higher % means a stronger effect; inhibition, % at 100 µM; hits with a dose series show IC50 in µM; actives 0.02% (n = 340,000);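 active = phage lysis inhibition, versus mean bacterial control, above a set limit; inconclusive = no clear call, values can overlap the other calls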;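 also: capsule biogenesis inhibitors block K1F phage lysis so surviving cells raise fluorescence; higher fluorescence means more inhibition of phage lysis; actives were called in the ten point dose series up to 300 µM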
West Nile virus CPE: West Nile virus antiviral activity, cell-based, CPE readout (AID 1621); West Nile virus-infected cells, CPE inhibition; higher % means a stronger effect; one-dose CPE inhibition, % at 10 µM; IC50 in µM for titrated hits; actives 0.02% (n = 290,000); in the data active = a potency from the dose series; inconclusive = CPE inhibition mostly from about 3.7% at the one dose, without a potency; inactive = the rest, 99 in 100 with CPE inhibition below about 2.2%; also: strong numbers were not always called active
Large T inhibition: SV40 large T antigen inhibitors, biochemical (AID 1903). SV40 large T antigen ATPase/helicase inhibition assay; higher % means a stronger effect. one-dose inhibition, % at 20 µM; IC50 in µM for titrated hits. actives 0.39% (n = 310,000); in the data active = a potency from the dose series; inconclusive = inhibition mostly from about 32% at the one dose, without a potency; inactive = the rest, 99 in 100 with inhibition below about 32%; also: strong numbers were not always called active
RSV CPE inhibition: RSV antiviral activity via CPE protection, HEp-2 cells, primary 10 µM value included (AID 2391); HEp-2 cells, RSV-induced CPE inhibition; higher % means a stronger effect; CPE inhibition, % at 10 µM; hits with a dose series show IC50 in µM; actives 0.13% (n = 310,000); in the data active = a potency from the dose series; inconclusive = CPE inhibition mostly from about 23% at the one dose, without a potency; inactive = the rest, 99 in 100 with CPE inhibition below about 21%; also: strong numbers were not always called active
WT yeast gro inh: growth inhibition of WT strain, primary screen, mitochondrial fusion inhibitor project, WT and mutant strains, chemical genetic. AID 1362, 2008. actives 2.1% (n = 190,000). mitochondrial fusion phenotypic screen. inhibition, % at 10 µM; in the data active = inhibition above about 58%; tested in S. cerevisiae
WT yeast gro inh mutant strain: further read-out of WT yeast gro inh, marked with its call; inhibition, %; mitochondrial fusion phenotypic screen, mutant strain inhibition
NS5 inhibitors pilot replicate: also measured in NS5 inhibitors; calls as there; inhibition, %; measured here: pilot screen replicate inhibition
* = called active by the depositor; i = inactive; ? = inconclusive; · = no result given; [ ] = dose if it differs, or a comment.

SMILES	NS5 inhibitors	ER stress rescue	XIAP displacement	Yfh1-depleted yeast	K1F lysis inhibition	West Nile virus CPE	Large T inhibition	RSV CPE inhibition	WT yeast gro inh	WT yeast gro inh mutant strain	others
CCOC(=O)CS(=O)(=O)c1nc(-c2ccccc2)cc(C(F)(F)F)n1	-71%	-0.9%	-24%	i	-0.5%	0.4%	28%	-1.8%	14	16
CN(Cc1ccccc1)C(=O)CCC1CCN(S(C)(=O)=O)CC1	-11%	·	·	·	-0.2%	0.1%	-10%	0.6%	·	·	NS5 inhibitors pilot replicate=-4.9
CCOCc1[nH]c(=S)[nH]c(=O)c1Cc1ccc(OCC(C)C)cc1	·	-0.4%	-4.5%	i	·	-0.5%	8%	8.0%	-1	1
OCCN1CCN(c2ncnc3c2c(-c2ccccc2)cn3-c2ccc(F)cc2)CC1	-4%	-1.2%	-2.8%	i	0.4%	-0.1%	17%	-0.3%	6	11
Cc1ccc(NC(=O)CNC(=O)c2ccco2)c(Cl)c1	-1%	·	·	·	0.0%	1.3%	6%	1.4%	·	·
O=C(CN1C(=O)COc2ccccc21)NCC1CCCO1 (stereo not drawn)	-10%	·	·	·	0.4%	0.4%	-5%	-0.2%	·	·
C/C(CC(=O)Nc1ccc2c(c1)OCCO2)=N\NC(=O)c1cccc(O)c1	-6%	·	·	·	-0.1%	-0.3%	12%	1.5%	·	·
CN(C)S(=O)(=O)c1cccc(-c2nnc3n2CCCCC3)c1	-1%	·	·	i	0.7%	0.9%	6%	-0.5%	·	·
CC(=O)c1cccc(OCc2cc(C(=O)N(C)Cc3ccc(C)o3)no2)c1	-2%	·	·	·	0.8%[50 µM]	-0.6%	12%	13%	·	·
CN(C)c1ccc(NC(=O)CSc2nnc(-c3cccs3)n2Cc2ccco2)cc1	-3%	0.7%	-22%	i	-0.3%	-0.7%	?	1.3%	0	-13
CC(=O)Nc1ccc(-c2csc(Nc3cc(C)ccn3)n2)cc1	1%	-0.5%	4.0%	i	0.3%	-0.5%	20%	2.5%	38	38
COc1ccc2nc(SC)cc(C)c2c1	-2%	·	·	i	0.1%	0.3%	10%	·	·	·
CN1/C(=C\C(=O)CSc2nnc(NCc3ccccc3)s2)C(C)(C)c2ccccc21	-6%	-6.5%	-4.0%	i	0.3%	-1.7%	22%	5.1%	26	13
COc1ccc(CN(C)C(=O)C(Cc2ccccc2)NC(=O)c2ccccc2)c(OC)c1 (stereo not drawn)	-2%	·	·	·	0.2%[50 µM]	·	8%	1.4%	·	·
Cc1ccc(C(=O)Nc2ccc(S(=O)(=O)NC3=NCCCCC3)cc2)c(C)c1	3%	·	·	·	0.6%[50 µM]	·	5%	13%	·	·
O=C(c1ccco1)N1CCN(C(=S)NC2CC3CCC2C3)CC1 (stereo not drawn)	-2%	-0.4%	-3.9%	i	0.2%	-0.7%	4%	-0.2%	5	2
COc1ccccc1NC(=O)C1CCCN1C(=O)Nc1ccc(F)cc1 (stereo not drawn)	0%	·	·	·	0.5%	0.0%	-1%	0.9%	·	·
CCN1C(=O)[C@H]2[C@@H](c3ccc(-c4cccc(Cl)c4)cc3)N[C@@](C)(C(=O)OC)[C@H]2C1=O	-12%	·	·	·	-0.1%	·	8%	2.5%	·	·
CCCC1CCC(c2ccc(OCC)cc2)=CC1=O (stereo not drawn)	6%	·	·	·	0.9%	-1.3%	7%	22%	·	·
O=C(c1ccccc1)c1ccc2nc(N3CCN(C(=O)c4ccco4)CC3)c3nncn3c2c1	1%	2.5%	-8.7%	i	-1.3%	0.1%	1%	0.8%	16	0
CCOc1ccccc1C1CC(=O)Nc2cc3c(cc21)OCCO3 (stereo not drawn)	-8%	-1.7%	-2.0%	i	0.0%	-0.3%	18%	0.7%	-21	40	NS5 inhibitors pilot replicate=-5.3
CCc1nnc(NC(=O)c2ccc(S(=O)(=O)N(C)c3ccccc3)cc2)o1	6%	0.8%	0.0%	i	0.1%	-0.8%	0%	7.3%	18	28
CCOC(=O)C1(CCCc2ccccc2)CCN(Cc2ccn[nH]2)CC1	-5%	-2.3%	-3.9%	i	1.0%	-0.9%	7%	0.4%	9	14
CCCn1c(SCC(=O)NCc2ccc(F)cc2)n[nH]c1=O	·	-0.2%	-7.0%	i	0.0%	0.0%	13%	0.6%	-3	-4
Cc1ccc(S(=O)(=O)N(CCC(=O)Nc2ccc(OC(F)(F)F)cc2)c2ccccc2)cc1	-5%	-1.5%	-14%	i	3.2%	-1.8%	4%	13%	41	22
COc1cc2[nH]c(=S)n(CCN3CCOCC3)c(=O)c2cc1OC	-3%	1.8%	3.8%	i	3.4%	0.1%	12%	-1.3%	6	0
COC(=O)/C(=C/c1ccco1)NC(=O)c1ccco1	6%	-1.6%	-26%	i	4.0%	0.0%	10%	0.6%	-8	-18
O=C(Nc1cccc([N+](=O)[O-])c1)Nn1cnnc1	-4%	·	·	·	-0.2%	-0.3%	2%	0.0%	·	·
Cc1ccccc1OCC(=O)NC(C)c1ccccc1 (stereo not drawn)	-3%	·	·	·	-0.3%[50 µM]	0.2%	7%	2.5%	·	·
CC(Nc1c[nH]c(=O)[nH]c1=O)c1ccccc1 (stereo not drawn)	·	·	·	·	0.2%	0.5%	28%	1.8%	·	·
Cc1cc(C)n2nc(SCC(=O)N/N=C/c3ccccc3F)nc2n1	-2%	1.9%	0.3%	i	-0.4%	0.8%	3%	0.5%	15	-7
CC1CCCN(C(=O)CNS(=O)(=O)c2cccs2)C1 (stereo not drawn)	-7%	·	·	·	0.1%	-0.2%	2%	0.9%	·	·
CCC(C(=O)O)N1C(=O)/C(=C/c2cccn2C)SC1=S (stereo not drawn)	-26%	0.6%	-0.8%	97µM*	0.6%[50 µM]	0.2%	16%	0.1%	-8	-24
O=C(CC12CCC(CC1)C2)NCc1ccc2c(c1)OCO2	-3%	-3.5%	-4.2%	i	-7.8%	-1.0%	11%	1.5%	1	-6
COc1ccccc1CN1[C@@H](CC(=O)O)c2ccccc2S1(=O)=O	1%	·	·	i	0.1%	0.3%	12%	3.0%	·	·
Cc1ccc(C(=O)N(NC2=NS(=O)(=O)c3ccccc32)S(=O)(=O)c2ccc(C)cc2)cc1	-12%	-1.1%	-4.7%	i	0.0%	0.3%	9%	-0.2%	-16	-4
CC(C)C(C)NC(=O)COc1ncnc2ccccc12 (stereo not drawn)	-4%	2.0%	-5.4%	i	0.8%	0.2%	3%	1.4%	-11	4
c1ccc2c(c1)nc(N1CCCCCC1)c1ccccc12	0%	·	·	i	2.4%	0.3%	10%	3.8%	·	·
C/C1=C\CCC2C(/C=C(\C)CC1)OC(=O)C2CN1CCCCC1 (stereo not drawn)	-6%	·	·	·	0.3%	1.2%	23%	0.3%	·	·
CN1CCN(C(=S)NC(=O)c2ccco2)CC1	6%	0.8%	-5.5%	i	0.3%	0.7%	24%	-0.6%	-9	-2
O=C(CCCN1CCC(C(=O)c2ccc(F)cc2)CC1)c1ccc(F)cc1	-1%	·	·	·	3.2%	-1.8%	23%	-0.5%	·	·
CC(C)(C)C(=O)OCc1cn(-c2ccccc2)nn1	-2%	-2.0%	0.6%	i	-0.4%	0.3%	3%	0.6%	-29	-17
C[n+]1ccc(/C=C/c2ccccc2O)c2ccccc21	-3%	-9.4%	-5.1%	i	-1.2%	1.0%	12%	7.6%	65*	40*
Cc1ccc(C#N)c(SCc2nnc(-c3ccc(Cl)cc3)o2)n1	-9%	-5.0%	-7.2%	i	1.1%	0.4%	4%	1.0%	-1	0
Cc1cccc(N2CCN(C(=O)c3ccc4c(c3)CCN4S(C)(=O)=O)CC2)c1C	-6%	·	·	·	0.6%	-1.5%	4%	40%	·	·
CC(=O)c1ccc(N(C(=O)CS(=O)CC(=O)Nc2ccc(F)cc2)C(C(=O)NC2CCCCC2)c2cccs2)cc1 (stereo not drawn)	-4%	-0.7%	1.1%	i	-6.2%	-0.2%	7%	1.5%	-5	-16
Clc1ccc(-c2noc(CN(Cc3ccccn3)CC3CCCO3)n2)cc1 (stereo not drawn)	-7%	4.3%	-5.9%	i	1.9%	-1.4%	·	8.2%	21	4
CCCCc1nc2ccc(S(=O)(=O)O)cc2[nH]1	-3%	·	·	i	0.2%	0.2%	12%	1.8%	·	·
CC(=O)OC1c2ccccc2C(=O)N1Cc1ccccc1Cl (stereo not drawn)	-5%	·	-5.6%	i	-0.2%	0.3%	6%	0.6%	11	9
O=C(N/N=C/c1ccccc1O)c1ccncc1	1%	·	·	·	-6.2%	·	7%	1.4%	·	·
COCCNc1nnc(SCC(=O)N2CCN(S(=O)(=O)c3ccccc3)CC2)s1	7%	-2.5%	-5.4%	i	0.0%	0.4%	-3%	3.1%	-1	-17
COc1ccc(N2C(=O)CC(N3CCN(c4ccc(Cl)cc4)CC3)C2=O)cc1 (stereo not drawn)	-1%	·	·	·	-0.2%	-0.4%	8%	1.4%	·	·
COc1ccccc1CN(C(=O)Cc1cccs1)C(C(=O)NC1CCCC1)c1ccncc1 (stereo not drawn)	-8%	5.3%	-9.2%	i	0.7%[50 µM]	0.0%	6%	-0.7%	-3	6
COC(=O)CN1C(=O)[C@@H]2[C@H](C1=O)[C@@H]1CC(C(=O)OC)=C[C@@H](C(=O)OC)[C@@H]3C1=C(C(=O)[C@@]3(C)NC(=O)c1ccccc1)[C@@H]2C	13%	·	·	i	1.3%	0.1%	11%	0.9%	·	·

Pulled by compound from the list above:
SMILES	NS5 inhibitors	ER stress rescue	XIAP displacement	Yfh1-depleted yeast	K1F lysis inhibition	West Nile virus CPE	Large T inhibition	RSV CPE inhibition	WT yeast gro inh	WT yeast gro inh mutant strain	others
Clc1ccc(-c2noc(CN(Cc3ccccn3)CC3CCCO3)n2)cc1 (stereo not drawn)	-7%	4.3%	-5.9%	i	1.9%	-1.4%	·	8.2%	21	4
COCCNc1nnc(SCC(=O)N2CCN(S(=O)(=O)c3ccccc3)CC2)s1	7%	-2.5%	-5.4%	i	0.0%	0.4%	-3%	3.1%	-1	-17
CC(=O)c1ccc(N(C(=O)CS(=O)CC(=O)Nc2ccc(F)cc2)C(C(=O)NC2CCCCC2)c2cccs2)cc1 (stereo not drawn)	-4%	-0.7%	1.1%	i	-6.2%	-0.2%	7%	1.5%	-5	-16

Bioassay records deposited in PubChem by several laboratories.
